MITF TRPM1 HTS: MITF TRPM1 promoter activation in melanoma cells | SK-MEL-5 TRPM1-promoter luciferase, 24 h; % of positive control, neutral wells = 0 | activation, % at 12.5 µM | 300,000 compounds, 0.75% hits;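 active means mean activation of at least 80% with every replicate also reaching 80%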;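 further: 0% = neutral control wells and 100% = parthenolide positive control wells; values of inactives mirror those of a sister screen read the other way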
HTR5A inv ag: inverse agonist of human HTR5A in OPRM1-OPRD1 counter-screen. P47898. HTR5A cell line, luminescence, inverse agonism. inhibition, % at 9.3 µM. 340,000 compounds, 0.083% hits; in the data active means inhibition mostly above about 23%, no sharp cut-off; inactive means mostly below about 18%;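 further: 0% = cells with DMSO and 100% = no-cell wells with DMSO; some compounds called inactive have numbers as strong as hits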
Target sequence (P47898 whole entry, looked up): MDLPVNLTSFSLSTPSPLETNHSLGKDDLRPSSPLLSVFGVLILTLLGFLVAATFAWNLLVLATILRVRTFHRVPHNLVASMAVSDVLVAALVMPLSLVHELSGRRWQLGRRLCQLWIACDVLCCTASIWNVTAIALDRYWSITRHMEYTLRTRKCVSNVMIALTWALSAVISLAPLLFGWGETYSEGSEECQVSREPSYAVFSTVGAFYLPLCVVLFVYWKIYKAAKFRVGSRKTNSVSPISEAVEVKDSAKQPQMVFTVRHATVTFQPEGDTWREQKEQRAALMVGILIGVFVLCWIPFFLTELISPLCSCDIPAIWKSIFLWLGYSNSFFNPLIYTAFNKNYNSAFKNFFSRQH
V-ATPase pH: yeast V-ATPase proton transport regulation by pHLuorin; 350,000 compounds, 0.37% hits; response, % at 10 µM; S. cerevisiae, pHLuorin cytosolic pH fluorescence; AID 504577; in the data active means response mostly above about 7.3%, no sharp cut-off; inactive means mostly below about 5.4%; further: actives read high; inactives centre near 0; some compounds called inactive have numbers as strong as hits; reference of the scale not given here
SR-BI DiI inh: blocks mouse SR-BI lipid uptake from DiI-HDL. Q61009. ldlA[mSR-BI] CHO cells, DiI-HDL uptake fluorescence, 3 h. inhibition, % at 12.5 µM. 320,000 compounds, 0.96% hits. AID 488896;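 active means mean replicate inhibition of at least 70% and a set share of replicates each scoring 70 or more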;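 further: 0% = median of neutral control wells and 100% = median of positive control wells; values of inactives mirror those of a sister screen read the other way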
Target sequence (Q61009 whole entry, looked up): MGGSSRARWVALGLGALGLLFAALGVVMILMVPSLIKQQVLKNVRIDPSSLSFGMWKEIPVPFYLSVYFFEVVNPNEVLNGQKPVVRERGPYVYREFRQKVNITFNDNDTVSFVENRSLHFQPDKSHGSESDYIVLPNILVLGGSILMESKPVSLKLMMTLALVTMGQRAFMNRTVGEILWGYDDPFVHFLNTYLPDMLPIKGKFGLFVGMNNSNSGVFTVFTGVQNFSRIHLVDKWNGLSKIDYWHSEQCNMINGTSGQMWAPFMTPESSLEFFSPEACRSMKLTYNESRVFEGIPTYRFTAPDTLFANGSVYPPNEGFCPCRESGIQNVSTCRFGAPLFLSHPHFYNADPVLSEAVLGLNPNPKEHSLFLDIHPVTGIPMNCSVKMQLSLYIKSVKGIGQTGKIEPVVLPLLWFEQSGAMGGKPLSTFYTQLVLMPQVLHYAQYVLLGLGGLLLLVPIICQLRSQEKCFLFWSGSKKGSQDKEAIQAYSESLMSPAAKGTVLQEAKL
HTR5A ag ctr: activates human HTR5A in OPRM1-OPRD1 agonist counter-screen; HTR5A agonist assay, luminescence, cell-based; activation, % at 9.3 µM; 340,000 compounds, 0.61% hits; in the data active means activation mostly above about 9.5%, no sharp cut-off; inactive means mostly below about 7.6%;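 further: 0% = cells with vehicle only and 100% = reference agonist; strong numbers were not always called active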
dFosB act: mouse delta FosB homodimer activation | P13346 | purified delta FosB, TAMRA-CDK5 oligo fluorescence polarization; percent of positive-control signal above neutral wells | activation, % at 25 µM | 340,000 compounds, 0.99% hits | AID 493131;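 active means mean activation above about 17%, with every replicate also reaching it, limit read from the data, passing the limit was not always enough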;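 further: fluorescence polarization rise as delta FosB binds a TAMRA Cdk5 AP-1 oligo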
PvdQ inh: blocks Pseudomonas aeruginosa PvdQ acylase activity; purified PvdQ acylase, fluorescence plate reader; inhibition, % at 10 µM; 340,000 compounds, 0.063% hits; in the data active means inhibition above about 30%, passing the limit was not always enough;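 further: 0% = vehicle neutral wells and 100% = reference inhibitor wells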
Wnt bcat act: activators of Wnt/beta-catenin signaling | Wnt/beta-catenin reporter cell assay, activator, plate reader | activation, % at 9.35 µM | 300,000 compounds, 1.2% hits; in the data active means activation above about 30%, passing the limit was not always enough;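 further: 0% = neutral control wells and 100% = positive control wells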
CDK5 p35 inh: CDK5/p35 (human) kinase inhibition; Q00535+Q15078; Recombinant CDK5/p35, ADP-Glo luminescence, 60 min; inhibition, % at 10 µM; 330,000 compounds, 0.01% hits; AID 488839;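 active means highest replicate inhibition of at least 50% and at least 75% of replicates reaching 50%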;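 further: plate controls were DMSO neutral control for no effect and GW8510 at 10 µM for full effect; many of its hits are not listed in these tables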
NSD2 HMT inh: blocks human histone methyltransferase NSD2 | inhibition, % at 12.5 µM | NSD2 peptide methylation, AlphaScreen, 120 min | O96028 | 310,000 compounds, 0.54% hits; in the data active means inhibition above about 50%
The depositor's hits bear a star; . = not tested or not shown; & = joins results of further samples.

Every second line gives: MITF TRPM1 HTS	HTR5A inv ag	V-ATPase pH	SR-BI DiI inh	HTR5A ag ctr	dFosB act	PvdQ inh	Wnt bcat act	CDK5 p35 inh	NSD2 HMT inh
CC1CC(C)CN(C(=O)COC(=O)c2cn(C)c3ccccc23)C1 (stereo not given)
 : -5	-14	5	25	2	-14	-8	-2	1.9	16
CCOC(=O)[C@]12Cc3cc(N(C)C)ccc3[C@H]1N(Cc1ccccc1)C(=O)c1ccccc12
 : 3	-13	-2	23	-1	-1	-5	0	-2.3	.
C[C@@H]1O[C@@H](O[C@H]2C[C@@H](O)[C@]3(CO)[C@H]4[C@H](O)C[C@]5(C)[C@@H](C6COC(=O)C6)CC[C@]5(O)[C@@H]4CC[C@]3(O)C2)[C@H](O)[C@H](O)[C@H]1O (stereo not given in full)
 : -67	-81	3	-4	27	6	-10	-24	0.4	.
Cc1ccc(-c2cc(-c3ccc(C)cc3)[n+](-c3ccccc3)c(-c3ccc(C)cc3)c2)cc1
 : -101	-16	-2	2	3	-8	-7	.	0.8	.
C=CCC1([C@@H](C)CCC)C(=O)NC(=O)NC1=O
 : 7	16	-3	20	-7	-4	-13	2	0.7	.
COC(=O)C1=C(c2cc3ccccc3o2)C[C@@H]2CC[C@H]1N2C(=O)NCc1ccc(C(F)(F)F)cc1
 : -3	-6	2	5	2	-11	-12	-3	-0.4	.
C[C@]12CCC3C(CC[C@@H]4C[C@@H](O)CC[C@]34C)C1CC[C@@H]2O (stereo not given in full)
 : -8	-6	4	3	2	-8	-13	2	-2.2	0
CCNCC(O)c1cccc(O)c1 (stereo not given)
 : 4	-4	-4	-8	-4	-6	-4	-1	1.1	.
c1cc(C2N3CCCN2CC3)ccn1 (stereo not given)
 : -3	-9	4	1	2	2	-8	0	1.5	-2
O=C1NC(=O)C2(Cc3c(nc4ccccn4c3=O)N3CCCCCC32)C(=O)N1Cc1ccccc1 (stereo not given)
 : 3	-12	-3	-16	1	6	6	5	-2.1	.
O[C@H]1C2CCC1C(N1CCCCC1)CC2 (stereo not given in full)
 : 7	-5	-2	-6	-7	2	-17	.	1.7	-3
CCC(C)NS(=O)(=O)c1ccc(OCC(=O)N2CCN(CC)CC2)cc1 (stereo not given)
 : -1	7	-2	-17	1	3	-10	.	0.4	1
COC(=O)C1=C(c2c(C)noc2C)C[C@@H]2CC[C@H]1N2C(=O)NCc1ccc2c(c1)OCO2
 : 4	-14	6	-21	1	1	-13	-2	0.2	.
Nc1ccc(Cl)cc1C(=O)c1ccccc1Cl
 : -8	-5	-1	-28	3	-6	-26	.	-5.8	1
CSc1ccc(CN2CCN(C(=O)COc3cccc(C)c3)CC2)cc1
 : 0	-11	0	0	4	-14	8	-1	-0.2	-1
CN1CCN(c2nc3c(c(=O)[nH]2)CCC3)CC1
 : .	-8	-2	.	-9	-1	-11	1	-0.2	1
COC(=O)COc1cc(C)cc2oc(=O)c3c(c12)CCCC3
 : -5	4	-1	-17	-2	-9	-9	-3	-6.2	-2
CC(C)(C)C(=O)N1Cc2cnnn2-c2ccccc2C1C#N (stereo not given)
 : 7	7	1	11	-2	-1	11	-2	-0.7	.
COc1ccccc1CN1CCN(Cc2ccc(Cl)cc2)CC1
 : -10	23	.	9	0	-2	-2	-9	-2.4	6
CCOc1cc2c(cc1OCC)-n1cccc1C(c1ccc(OC(F)F)cc1)NC2 (stereo not given)
 : -3	-10	2	17	3	-5	-5	-1	1.1	-1
Cc1ccc(-c2nc3ccccc3c(=O)n2-c2ccncc2)cc1
 : 12	-18	-3	-36	-3	-10	-11	.	-0.5	-3
C=CCn1c(O)c(Cc2ccc(OCC)cc2)c(=O)[nH]c1=O
 : -10	-4	0	-26	1	10	3	1	1.3	8
CN(C)CCCN=Cc1c(O)n(CCc2ccc(F)cc2)c(=O)[nH]c1=O
 : .	-27	2	-24	10	-1	-10	38*	0.0	5
CCS(=O)(=O)NCc1nnc2n1-c1ccc(Br)cc1C(c1ccccc1Cl)=NC2
 : 4	-12	-4	-22	-3	-4	17	3	-0.1	-1
CCC1CCCCN1P(=O)(c1ccc(C)o1)C(C)(C)C (stereo not given)
 : 11	-16	3	-8	3	4	-13	0	0.3	-2
CCOC(=O)C1(c2ccccc2)CCN(CC(=O)Nc2ccc(C)cc2)CC1
 : 19	-30	-2	-17	-1	-11	-1	0	-5.4	0
CCCCCCn1c(=O)c(C(=O)Nc2ncccc2O)c(O)c2ccccc21
 : .	3	-4	3	-1	6	-9	-3	1.2	-3
CCCNC(=O)N1[C@H]2CC[C@@H]1C(C(=O)OC)=C(c1ccccc1)C2
 : -6	-9	-1	-18	3	6	-15	1	-1.3	.
O=C1NC(=O)C2C1C1(Cl)C(Cl)=C(Cl)C2(Cl)C1(Cl)Cl (stereo not given)
 : 6	-3	2	-26	1	6	5	-1	0.2	-3
CC1(C)C2([N+](=O)[O-])CN3CC1([N+](=O)[O-])CN(C2)C3c1cccnc1 (stereo not given)
 : .	12	-1	-10	-2	-1	0	0	0.4	1

A run of entries from the list above, as a working copy:
Every second line gives: MITF TRPM1 HTS	HTR5A inv ag	V-ATPase pH	SR-BI DiI inh	HTR5A ag ctr	dFosB act	PvdQ inh	Wnt bcat act	CDK5 p35 inh	NSD2 HMT inh
CC1CC(C)CN(C(=O)COC(=O)c2cn(C)c3ccccc23)C1 (stereo not given)
 : -5	-14	5	25	2	-14	-8	-2	1.9	16
CCOC(=O)[C@]12Cc3cc(N(C)C)ccc3[C@H]1N(Cc1ccccc1)C(=O)c1ccccc12
 : 3	-13	-2	23	-1	-1	-5	0	-2.3	.
C[C@@H]1O[C@@H](O[C@H]2C[C@@H](O)[C@]3(CO)[C@H]4[C@H](O)C[C@]5(C)[C@@H](C6COC(=O)C6)CC[C@]5(O)[C@@H]4CC[C@]3(O)C2)[C@H](O)[C@H](O)[C@H]1O (stereo not given in full)
 : -67	-81	3	-4	27	6	-10	-24	0.4	.
Cc1ccc(-c2cc(-c3ccc(C)cc3)[n+](-c3ccccc3)c(-c3ccc(C)cc3)c2)cc1
 : -101	-16	-2	2	3	-8	-7	.	0.8	.

As entered above.
V-ATPase pH, c1cc(C2N3CCCN2CC3)ccn1 (stereo not given) reads 4
V-ATPase pH, C[C@]12CCC3C(CC[C@@H]4C[C@@H](O)CC[C@]34C)C1CC[C@@H]2O (stereo not given in full) reads 4
HTR5A ag ctr, C=CCC1([C@@H](C)CCC)C(=O)NC(=O)NC1=O reads -7
SR-BI DiI inh, Cc1ccc(-c2cc(-c3ccc(C)cc3)[n+](-c3ccccc3)c(-c3ccc(C)cc3)c2)cc1 reads 2

Following part
Every second line gives: MITF TRPM1 HTS	HTR5A inv ag	V-ATPase pH	SR-BI DiI inh	HTR5A ag ctr	dFosB act	PvdQ inh	Wnt bcat act	CDK5 p35 inh	NSD2 HMT inh
CC(NCc1ccccc1C(F)(F)F)C(O)c1ccccc1 (stereo not given)
 : 6	-6	2	-27	6	-2	-6	-2	-0.3	-1
Cc1cc(C)nc(NC2=NCCS2)n1
 : -3	-13	1	-2	4	0	-7	.	1.8	2
CC(=O)N1CCN(c2ccc(N=Cc3c(O)n(-c4ccc(Cl)cc4)c(=O)[nH]c3=O)cc2)CC1
 : -16	4	-3	22	8	-12	-2	.	-0.5	15
CCc1ccc(CNCCc2ccc(F)cc2)cc1
 : 1	-2	-1	-3	-3	-4	-9	-1	-0.5	1
Cc1cc(C(=O)CS(=O)(=O)c2ccc(F)cc2)cc(C)c1OC(=O)N(C)C
 : 42	-4	-3	5	2	-4	7	14	0.2	-1
COc1cc(-n2c(=S)[nH]c3ccc(C)cc3c2=O)c(Cl)cc1Cl
 : -35	.	1	43	.	-5	0	-1	0.5	-2
O=c1[nH]c(=O)n(CCc2ccccc2)c(O)c1/C=N/N1CCOCC1
 : -4	2	1	-3	-1	2	-12	0	-1.0	-1
COc1cccc(C(=O)C2CCCN(Cc3ccc4nonc4c3)C2)c1 (stereo not given)
 : -8	7	-1	14	-3	-2	-8	-7	0.4	-1
COC(=O)C1=C(c2ccc(F)cc2OCc2ccccc2)C[C@@H]2CC[C@H]1N2C(=O)N1CCCC1
 : -2	17	-1	-14	4	-5	-10	-2	-1.5	.
N#C/C(N)=C(/N)C#N
 : 9	-21	-4	-17	5	2	-11	2	0.9	.
O=c1[nH]c(=O)n(Cc2ccco2)c(O)c1C=NCCN1CCOCC1
 : -2	7	2	-1	-8	3	-8	.	0.1	8
C[C@]12CCC3C(CCC4=CC(O)CC[C@@]43/C=N/O)C1(O)CCC2C1=CC(=O)OC1 (stereo not given in full)
 : -85	-106	-1	-1	29*	-2	-1	-13	-1.0	-1
CN(C)P1(N(C)C)=Nc2c(c(N)nn2C)C(c2ccccc2)=N1
 : -5&-24	5&-3	0&-3	-10&-30	-1&5	0&0	7&-5	-24&-1	1.8&-1.4	-1&7
COC(=O)C1=C(c2ccc(F)cc2F)C[C@@H]2CC[C@H]1N2C(=O)N1CCC(C)CC1
 : -6	1	1	10	1	0	-5	2	0.1	.
CCCCC12CNCC(C)(CNC1)C2=O
 : -10	-10	-3	-11	3	0	1	.	-1.8	-5
COP(=O)(OC)C(NC(=O)c1ccc(C)cc1)C(Cl)(Cl)Cl (stereo not given)
 : 17	-4	1	-7	-2	1	-3	7	0.7	-1
C[N+](C)(C)CCOC(=O)CBr
 : -3	0	-6	-21	3	-5	-11	-3	-0.1	.
O=C1NC(=O)C2(Cc3ccccc3N3CCCC32)C(=O)N1 (stereo not given)
 : -10	-13	1	-3	1	-5	-10	.	-1.4	4
CC(=O)OC1CCC2(C)C3CCC4(C)C(OC(C)=O)CCC4C3C(C)C2(O)C1 (stereo not given)
 : -6	-2	1	-13	1	-6	-1	-2	-2.5	-2
COC(=O)C1=C(c2ccccc2)C[C@@H]2CC[C@H]1N2C
 : 0	2	-4	-15	9	1	-5	0	-1.4	.
OC1(c2cccnc2)CC2CCC(C1)N2Cc1nnnn1Cc1ccccc1 (stereo not given)
 : 0	-19	2	2	0	-5	-2	.	-0.1	-1
CCC(C)C1NC(=O)C(NC(=O)C(CC(C)C)N(C)C(=O)C2CCCN2C(=O)C(C)O)C(C)OC(=O)C(Cc2ccc(OC)cc2)N(C)C(=O)C2CCCN2C(=O)C(CC(C)C)NC(=O)[C@H](C)C(=O)[C@H](C(C)C)OC(=O)CC1O (stereo not given in full)
 : .	-12	4	29	3	-19	-14	-9	-0.1	0
Cn1cccc1/C=C1/C(=O)NC(=O)N(Cc2ccc(F)cc2)C1=O
 : -14	-5	-3	.	4	-10	2	-16	2.9	4
CC1CC2(C)C(=CC1=O)CCC1C3CCC(C)(O)C3(C)CC3OC312 (stereo not given)
 : -18	13	1	-17	-3	4	-8	-5	1.1	0
Cc1nc2ccc(N3CCN(C)CC3)cc2nc1C
 : 26	-8	0	1	3	-1	2	6	-0.4	3
Cc1ncc(CN2CCCC(C(=O)c3cccc(Cl)c3)C2)s1 (stereo not given)
 : 3	20	-2	-9	7	-10	-6	-1	-1.5	-5
CN1OC[C@@H]2COc3ccc4ccccc4c3[C@@H]21
 : 10	4	1	-17	-1	3	-11	-1	1.0	-2

Single records (already shown). Order of values: MITF TRPM1 HTS	HTR5A inv ag	V-ATPase pH	SR-BI DiI inh	HTR5A ag ctr	dFosB act	PvdQ inh	Wnt bcat act	CDK5 p35 inh	NSD2 HMT inh
Record of Cc1nc2ccc(N3CCN(C)CC3)cc2nc1C → 26	-8	0	1	3	-1	2	6	-0.4	3
Record of CC(=O)OC1CCC2(C)C3CCC4(C)C(OC(C)=O)CCC4C3C(C)C2(O)C1 (stereo not given) → -6	-2	1	-13	1	-6	-1	-2	-2.5	-2

These rows are one share of the data; count on the stated rates, not on these rows.
